# HSF1 activator = increases HSF-1 driven luciferase reporter signal; hit rate 1.7% among 300,000; NIH3T3-HGL HSF-1 luciferase reporter, MG132, 8 h; 100% = twice DMSO control signal; activation, % at 9 µM; AID 504408;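 active = mean replicate activation of at least 50% with a set share of replicates each reaching 50%; inconclusive = only one of those two conditions met; inactive = mean below 50% and too few replicates reaching it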;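 note: 0% = median of the neutral control wells and 100% = twice that signal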
# HSP90 inh = blocks HSP90-mediated luciferase refolding in reticulocyte lysate. AID 1789. Rabbit reticulocyte lysate, luciferase refolding luminescence, 3 h. inhibition, % at 5.6 µM. hit rate 0.91% among 290,000;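 active = inhibition above the screen-wide mean plus 3 SD, computed separately per campaign, cut at about 16% in these data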;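 note: 0% = DMSO wells and 100% = 60 µM geldanamycin wells; inhibitors lower the luminescence because luciferase stays unfolded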
# PolyA inhibitor = blocks polyadenylation in yeast reporter cells; S. cerevisiae SKY197-pL101 polyadenylation reporter, beta-gal luminescence; efflux-impaired pdr1/pdr3 knockout yeast; score 100 = 6 SD above DMSO; calls only at 12 µM; hit rate 0.02% among 300,000; AID 1875;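 active = lowest replicate activity score at least 50, where 100 means six control SD above control mean; inconclusive = lowest score under 50 but half or more replicates reach 50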;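 note: yeast exposed to compound for 9 h at 30 °C; higher score means more reporter readthrough which indicates perturbed polyadenylation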
# HDAC3 inh = blocks human histone deacetylase 3; recombinant HDAC3, fluorogenic peptide/trypsin coupled, fluorescence; inhibition, % at 8.3 µM; hit rate 0.15% among 320,000; in the data active = inhibition above about 26%, passing the limit was not always enough; inconclusive = no clear call, values can overlap the other calls
# Target sequence (O15379 whole entry, looked up): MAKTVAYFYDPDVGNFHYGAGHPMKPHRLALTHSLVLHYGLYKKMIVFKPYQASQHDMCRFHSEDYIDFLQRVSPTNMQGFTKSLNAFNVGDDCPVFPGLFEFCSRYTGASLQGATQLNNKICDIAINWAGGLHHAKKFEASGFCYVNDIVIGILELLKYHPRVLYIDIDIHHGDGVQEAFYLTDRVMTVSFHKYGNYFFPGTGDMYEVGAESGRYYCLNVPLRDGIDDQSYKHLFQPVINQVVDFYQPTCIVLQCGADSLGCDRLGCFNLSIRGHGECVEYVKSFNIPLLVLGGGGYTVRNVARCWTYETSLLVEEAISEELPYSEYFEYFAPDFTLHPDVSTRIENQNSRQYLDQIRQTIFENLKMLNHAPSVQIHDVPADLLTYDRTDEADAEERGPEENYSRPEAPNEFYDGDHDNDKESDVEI
# AI-2 QS mod = Vibrio harveyi AI-2 quorum sensing modulation; hit rate 0.4% among 300,000; AID 2094; Vibrio harveyi JMH597 AI-2 luminescence/OD600 ratio, 9 h; stronger effect = lower value; strain lacks LuxN and CqsS sensors; 0 = neutral-control median; activity change, % at 7.5 µM; in the data active = activity change below about -75%, passing the limit was not always enough; inconclusive = no clear call, values can overlap the other calls;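 note: luminescence divided by OD600 gain over 9 h not by final OD600 alone; inactives centre near 13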
# HSF1 inh = HSF1 inhibition; activity change, negative = inhibition, % at 7.5 µM (by protocol); NIH3T3-HGL HSE-luciferase, MG132-induced, luminescence 8 h; stronger effect = lower value; hit rate 0.77% among 300,000;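 active = more than half of replicate wells show activity change below -50%, luminescence cut by over half; inconclusive = some wells, but at most half, below -50%; inactive = no replicate well below -50%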;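 note: luciferase reports HSF-1 transcriptional activity via heat shock element; 0% = median of DMSO wells and -100% = zero luminescence signal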
# GSK3beta inhib = blocks human GSK3beta kinase activity | P49841 | GST-GSK3beta kinase, ADP-Glo luminescence, 60 min; stronger effect = lower value | activity score (negative = inhibition), % at 10 µM | hit rate 0.038% among 300,000;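 active = more than half of replicate wells score below -50%, meaning over 50% inhibition versus plate controls; inconclusive = some replicates but at most half score below -50%; inactive = no replicate scores below -50%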;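 note: 0% = median DMSO wells and -100% = median GW8510 positive control wells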
# Target sequence (P49841 whole entry, looked up): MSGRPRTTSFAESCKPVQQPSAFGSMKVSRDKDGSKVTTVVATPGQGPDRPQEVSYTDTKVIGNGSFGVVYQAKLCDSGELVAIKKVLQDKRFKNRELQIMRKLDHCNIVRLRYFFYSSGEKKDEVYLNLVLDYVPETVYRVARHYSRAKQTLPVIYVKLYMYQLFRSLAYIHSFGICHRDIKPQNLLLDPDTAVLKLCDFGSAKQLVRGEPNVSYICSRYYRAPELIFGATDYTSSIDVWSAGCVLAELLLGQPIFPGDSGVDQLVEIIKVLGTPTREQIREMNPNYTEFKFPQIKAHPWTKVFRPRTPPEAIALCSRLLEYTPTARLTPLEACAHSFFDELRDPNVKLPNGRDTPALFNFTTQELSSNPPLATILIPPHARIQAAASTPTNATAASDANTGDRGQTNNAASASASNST
#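 Test system: GST-fused GSK3beta enzyme, cell-free | Quantity: 1.6 ng GST-GSK3beta enzyme per well | Reagent: 25 µM ATP with peptide substrate | Schedule: 60 min enzyme reaction, room temperature | Signal: Luminescent ADP-Glo measurement of ADP formed | Read-out basis: Score relative to plate controls | Control set: DMSO and 20 µM GW8510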
# Dyrk1A ADPGlo = Dyrk1A (rat) kinase inhibition; inhibition, % at 12.5 µM; hit rate 0.43% among 310,000; Q63470; ADP-Glo luminescence, NFATc1 peptide; in the data active = inhibition above about 50%;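 note: plate controls were vehicle with enzyme for no effect and no enzyme for full effect; many of its hits are not listed in these tables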
# Platelet DG rel = modulates dense granule release in human platelets | inhibition, %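 (compounds screened at 7.5 µM in platelet-rich plasma)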 | hit rate 0.22% among 300,000 | human platelet-rich plasma, SFLLRN dense granule ATP release, luminescence;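 active = mean replicate score, as percent of positive control, at or above 50; inconclusive = mean below 50 but at least one replicate at or above 50; inactive = mean and every replicate below 50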
# GSK3 alpha inh = human GSK-3 alpha kinase inhibition; AID 2650; P49840; inhibition, % at 10 µM; hit rate 0.1% among 320,000; ADP-Glo luminescence, 60 min;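 in the data active = inhibition above about 50%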;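 note: GST-tagged GSK-3 alpha with peptide substrate and 25 µM ATP; 0% = DMSO neutral wells and 100% = GW8510 positive control wells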
# Starred values were filed as active, the others as inactive; i = inactive; u = inconclusive; x = not tested or not shown.
compound,HSF1 activator,HSP90 inh,PolyA inhibitor,HDAC3 inh,AI-2 QS mod,HSF1 inh,GSK3beta inhib,Dyrk1A ADPGlo,Platelet DG rel,GSK3 alpha inh
COC(=O)c1scc(C)c1NC(=O)Cc1ccccc1,1,2,i,0,23,-7,2,-5,-11,-3
Cc1cc(NS(=O)(=O)c2ccc(NC(=O)/C=C/c3ccco3)cc2)nc(C)n1,-8,0,i,8,19,-4,3,7,-7,-2
Cc1ccc(CN(C(=O)c2csnn2)C(C(=O)NC2CCCC2)c2ccccn2)cc1 (centres undefined),7,0,i,5,x,0,x,-4,2,-1
O=C(O)CCC(=O)c1ccc2ccc3cccc4ccc1c2c34,-8,9,i,-5,39,-11,2,x,-2,-3
Cc1cc(C(=O)COC(=O)c2ccc[nH]c2=O)c(C)n1-c1ccc(F)cc1,-48,4,i,0,-2,-44,-1,-4,11,0
CN(C)C(=O)c1cc(-c2ccccc2)no1,10,-1,i,3,26,3,0,-8,-2,-3
CCn1c(SCC(=O)OC)nc2sc3c(c2c1=O)CC(C)(C)OC3,4,-3,i,-6,16,-5,-1,0,-1,-9
CCS(=O)(=O)N1CCCC(C(=O)NCCN(C)Cc2ccccc2)C1 (centres undefined),-9,2,i,3,17,-1,-1,-6,0,0
CCCCC(=O)NC(=S)NNC(=O)c1ccc(OC)cc1,-1,3,i,4,u,-3,-1,x,7,-1
COc1ccc(S(=O)(=O)N2CCC(C(=O)N[C@H](C(=O)N3CCCCCC3)C(C)C)CC2)cc1,18,6,i,-4,9,0,3,-1,5,1
COc1ccc(C(CNC(=O)c2cccc(S(=O)(=O)NCc3ccccc3)c2)N(C)C)cc1 (centres undefined),1,1,i,6,23,-6,-1,-2,-6,3
COCCCNc1nc2cc(OC)c(OC)cc2c2nc(-c3ccccc3)nn12,-24,-1,x,3,14,-10,2,-4,8,-1
O=C(c1ccco1)N1CCn2c1nc1ccccc12,4,-1,i,8,19,3,1,2,-43,1
O=C(NCC(c1cccnc1)N1CCN(c2ccc(F)cc2)CC1)c1ccc2c(c1)OCO2 (centres undefined),4,0,i,7,55,-3,3,-1,-3,0
O=[N+]([O-])c1ccc(-c2ccc(C=Nc3cccc4ccccc34)o2)cc1,11,18*,i,-6,38,1,-4,-1,-4,-2
Cc1ccc(S(=O)(=O)N2CCN(CC(O)c3ccccc3)CC2)cc1C (centres undefined),1,-1,i,-7,7,-2,1,4,5,-2
O=C(COC(=O)c1cccnc1Cl)Nc1ccc2c(c1)OCCO2,42,-7,i,5,-5,18,4,1,2,0
CCCP(=O)(CC(=O)N(CC)CC)c1ccccc1 (centres undefined),-5,4,i,-17,22,-18,2,12,2,-1
CC1CCCCN1C(=O)CCc1nnc(Cc2c[nH]c3ccccc23)o1 (centres undefined),-2,2,i,4,11,-2,1,0,-7,-4
COc1ccc(CCNC(=O)C2CCN(S(C)(=O)=O)CC2)cc1,-8,2,i,u,9,-7,1,-9,-6,1
Cn1c(=O)c(/C=C/c2ccccc2)nc2ccccc21,45,1,i,-2,20,17,3,-5,10,-1
Cc1cc(C)nc(N2CCCC(C(=O)NCCc3ccc(F)cc3)C2)n1 (centres undefined),1,1,i,2,22,13,1,12,2,-3
c1ccc(-c2nc(NCc3ccco3)c3oc4ccccc4c3n2)cc1,24,2,i,5,13,4,3,3,-1,0
Cc1cc(Br)ccc1SCC(=O)OCC(=O)NC1CCCC1,-11,3,i,-8,21,-8,1,-54,3,-3
Fc1ccc(Nc2nc(-c3ccncc3)nc3ccccc23)cc1,-2,2,i,-2,34,0,-3,-2,3,1
O=C(CNc1cccc(S(=O)(=O)N2CCCC2)c1)Nc1ccc(C(F)(F)F)cc1,45,x,i,11,4,66,-1,18,-4,0
CCSc1nc(C)cc(C)c1S(=O)(=O)c1ccccc1C,-16,5,i,4,25,-6,1,4,-2,-2
COc1ccc(NC(=O)CSc2nnc(CNC(=O)COc3ccc(Cl)cc3)o2)cc1,3,4,x,-6,25,5,-4,-4,-1,-3
Cn1nc(C(=O)NCc2cccnc2)c2ccccc2c1=O,-4,0,i,-6,-3,-14,-2,0,-3,1
Nc1cc(N)nc(SCC(=O)Nc2ccccc2)n1,4,-1,i,-3,x,23,x,1,-1,1
Cc1cc(C)c(NC(=O)COc2nncc3ccccc23)c(C)c1,37,5,i,-7,16,11,2,-1,-9,1
CC1(C)c2ccccc2N2CC(=O)N(CC(N)=O)C21C (centres undefined),-7,-1,i,-6,19,-3,-3,x,-5,2
CCCc1cc2c(cc1NC(=O)c1ccccc1Cl)OCO2,7,-1,i,5,20,8,3,9,6,-1
CCOC(=O)c1ccc(S(=O)(=O)N2CCN(CC(=O)NC(=O)NC3CCCCC3)CC2)cc1,7,-1,i,6,37,-15,-2,-3,2,0
Cc1ccc(-n2c(SCC(N)=O)nnc2-c2ccc(S(=O)(=O)N3CCCCC3)cc2)c(C)c1,2,1,i,-2,19,-8,0,2,-5,3
COc1cc(NC(=S)NCCc2ccc(S(N)(=O)=O)cc2)c(OC)cc1Cl,16,1,i,1,29,0,-4,0,0,3
O=C(NC(=Nc1ccccc1)N1CCOCC1)Nc1ccccc1,10,4,i,1,9,2,2,-1,23,4
COc1ccc2c(c1)c(=O)c(C(=O)c1ccc(F)cc1)cn2CC(=O)Nc1ccc(F)cc1,11,1,i,8,34,-2,-1,0,-20,4
CCCCN(C)CCNC(=O)c1cc2c(-c3cccc(OC)c3)nn(C)c2s1,1,0,i,-28,10,-8,-6,26,3,4
CCC(=O)Nc1cc(C(=O)OCC(=O)c2ccc(Cl)cc2Cl)ccc1C,26,-1,i,-4,9,5,0,2,1,-2
O=C(N/N=C/c1cccnc1)c1ccc([N+](=O)[O-])cc1,24,-2,i,7,12,-5,-3,10,6,-2
COc1ccc(C2NC(C(=O)O)Cc3c2[nH]c2ccccc32)cc1OC (centres undefined),-8,3,i,0,14,-8,3,-5,4,0
COc1ccc(NC(=O)CSc2nc(C)cs2)c(OC)c1,22,-1,i,2,-1,2,2,-8,11,-1
CCOc1ccccc1CN1CCN(Cc2ccc(C)o2)CC1CCO (centres undefined),10,1,i,-3,13,-12,1,-1,7,-2
CCCC(=O)Nc1ccc(C(=O)NNC(=O)c2ccco2)cc1,18,-1,i,-1,20,7,-2,2,3,2
CSCCC(NC(=O)c1ccco1)C(=O)OCC(=O)Nc1sccc1C#N (centres undefined),8,0,i,6,21,4,-2,x,0,0
OCCNCCNCc1ccc(-c2ccccc2)cc1,1,0,i,-5,15,-1,1,x,-1,-1
Cc1cc(OCC(=O)Nc2nccs2)c2c(C)cc(=O)oc2c1,38,-1,i,-3,4,2,-2,x,2,2
CC(C)n1cc(CN2CCN(CCc3ccccc3)C(CCO)C2)cn1 (centres undefined),-9,-3,i,-5,35,-8,1,-4,-13,1
O=C1Nc2ccccc2C1Cc1ccc(OC(F)(F)F)cc1 (centres undefined),18,-4,i,6,-3,18,-3,2,-8,-1

# Following part:
compound,HSF1 activator,HSP90 inh,PolyA inhibitor,HDAC3 inh,AI-2 QS mod,HSF1 inh,GSK3beta inhib,Dyrk1A ADPGlo,Platelet DG rel,GSK3 alpha inh
O=C(NCC1CC1)C1(C(F)(F)F)CC(CCc2ccccc2)CCCO1 (centres undefined),26,x,i,16,-5,6,1,0,2,-2
OC(COCc1ccccc1)CN1CCCC1 (centres undefined),0,-4,i,5,29,-4,0,x,-16,0
Clc1ccc(-c2n[nH]c3c2CCCC3)cc1,12,-2,i,4,11,16,1,20,-1,-4
Cc1c(Cl)c([N+](=O)[O-])nn1CC(=O)NC(C)c1ccccc1 (centres undefined),4,-4,i,u,10,-3,6,1,-2,-4
Cc1c(NC(=O)CN2C(=O)NC(CCc3ccccc3)C2=O)c(=O)n(-c2ccccc2)n1C (centres undefined),-5,-1,i,0,-1,-2,-1,-2,2,-3
O=C(Cn1nc(C(=O)O)c2ccccc2c1=O)Nc1ccc(F)cc1F,26,0,i,-3,31,-5,-4,-2,13,-2
O=C(COc1ccc([N+](=O)[O-])cc1)Nc1cccc(C(=O)Nc2ccccc2C(=O)O)c1,9,0,i,4,-6,-4,3,18,-3,4
COc1cc(N2C(=O)CC3(CCCC3)CC2=O)cc(OC)c1OC,12,-7,i,-5,8,-5,-6,-2,-13,0
CC1CCN(C(=O)CSc2nnc(Cn3c(=O)sc4ccccc43)n2C)CC1,2,-2,i,-2,31,-7,5,-5,6,-3
Cc1c(C(=O)c2ccc(F)cc2)c2ccccn2c1CCc1ccccn1,-14,2,i,-1,20,-2,4,3,0,-3
CC(C)N1CC(C(=O)Nc2ccc(F)c(Cl)c2)CC1=O (centres undefined),-9,-3,i,8,14,-4,1,-2,-2,-1
Cc1cccc(NC(=O)Nc2nnc(-c3ccccc3)o2)c1,-2,3,i,7,24,-5,-1,5,-1,x
Cc1ccc(NC(=O)COC(=O)CN2C(=O)c3ccccc3C2=O)cc1S(=O)(=O)N(C)C,-5,1,i,-1,13,2,0,x,3,-2
CCOC(=O)N1CCN(CC(O)COc2cc(C)ccc2C(C)C)CC1 (centres undefined),-5,-3,i,2,18,-7,1,-4,16,-2
CCOC(=O)/C=C1\CN(Cc2ccc(OC)cc2)S(=O)(=O)c2ccccc21,16,1,i,3,-1,13,4,-1,-2,1
S=c1[nH]nc(COc2ccccc2)n1/N=C/c1ccc(Cl)c(Cl)c1,-3,-1,i,4,0,7,2,4,-1,-1
CC(C)(O)C#Cc1ccc(C(=O)N2CCCC(CNS(=O)(=O)c3cccs3)C2)o1 (centres undefined),6,4,i,-5,-3,1,1,-4,-3,-1
C=CCn1c(SCCOc2ccc(OC)cc2)nnc1C(NC(=O)c1ccc(OC)cc1)C(C)C (centres undefined),19,9,i,4,-12,0,2,2,1,-1
Oc1c(C(c2cccs2)N2CCN(c3ccc(F)cc3)CC2)sc2ncnn12 (centres undefined),-9,1,i,4,34,2,0,9,-5,-4
O=C(NCCN1C(=O)S/C(=C\c2cccnc2)C1=O)C1CC(=O)N(Cc2ccco2)C1 (centres undefined),-5,0,i,5,19,6,1,-4,-2,-2
COc1ccccc1Oc1ncnc2sccc12,-7,-1,i,-4,-6,4,4,4,3,-3

# Not all compounds are listed; count on the stated rates, not on these rows.
